High-throughput results deposited in PubChem BioAssay by Broad Institute.
ROS inducer: cancer cell ROS induction; U2OS ROS induction, H2DCF-DA fluorescence; ROS induction (% of piperlongumine), % at 10 µM; 46,000 tested, 2% active; in the data active = ROS induction above about 79%, passing the limit was not always enough; inconclusive = no clear call, values can overlap the other calls;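 also: 0% = DMSO vehicle median and 100% = reference compound median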
Numbers without * were called inactive; ? = inconclusive.

The opening 5 records (preview)
structure	ROS inducer
COc1ccc(NC(=O)N(C)C[C@H]2Oc3ccc(NS(=O)(=O)c4cccs4)cc3CC(=O)N([C@@H](C)CO)C[C@@H]2C)cc1	12.4
Cc1ccc(-c2noc(CSc3nc(C)cc(C)n3)n2)cc1	2.2
COc1ccc(S(=O)(=O)NC2(C(=O)O)CCCCC2)cc1	-15.2
COc1ccc2c(c1)C(=O)N(CCc1ccc(S(=O)(=O)NC(=O)NC3CCCCC3)cc1)C(=O)C2(C)C	9.6
NC(=O)N1c2ccccc2C=Cc2ccccc21	-5.5

The whole of this part, from the first entry:
structure	ROS inducer
COc1ccc(NC(=O)N(C)C[C@H]2Oc3ccc(NS(=O)(=O)c4cccs4)cc3CC(=O)N([C@@H](C)CO)C[C@@H]2C)cc1	12.4
Cc1ccc(-c2noc(CSc3nc(C)cc(C)n3)n2)cc1	2.2
COc1ccc(S(=O)(=O)NC2(C(=O)O)CCCCC2)cc1	-15.2
COc1ccc2c(c1)C(=O)N(CCc1ccc(S(=O)(=O)NC(=O)NC3CCCCC3)cc1)C(=O)C2(C)C	9.6
NC(=O)N1c2ccccc2C=Cc2ccccc21	-5.5
O=C(Nc1nccs1)c1cccc(S(=O)(=O)N2CCCCC2)c1	23.7
O=S(=O)(NCC1CCN(Cc2ccc(OCCO)cc2)CC1)c1cc(C(F)(F)F)ccc1Cl	13.6
COc1ccc(S(=O)(=O)N(C)C[C@@H]2Oc3c(NS(=O)(=O)c4cn(C)cn4)cccc3C(=O)N([C@H](C)CO)C[C@@H]2C)cc1	1.2
COc1ccc(O)c(/C=N/NC(=O)c2cccc(C(=O)NO)c2)c1	-3.6
C[C@@H]1CCCCO[C@@H](CN(C)Cc2ccccc2)[C@@H](C)CN([C@H](C)CO)C(=O)c2cc(NC(=O)Nc3ccc(F)cc3)ccc2O1	-5.4
COc1ccccc1OCC(=O)Nc1ccc(C)cc1[N+](=O)[O-]	-12.1
COc1c(O[C@@H]2O[C@H](CO)[C@@H](O)[C@H](O)[C@H]2O)cc2oc(-c3ccc(O)cc3)cc(=O)c2c1O	-5.8
C[C@@H]1CN([C@@H](C)CO)C(=O)Cc2cc(NC(=O)Cc3ccccc3)ccc2O[C@@H]1CN(C)Cc1ccc(C(F)(F)F)cc1	20.2
CC1CC(NC(=S)Nc2ccc(I)cc2F)CC(C)(C)C1 (stereo unspecified)	7.2
Cc1noc(C)c1S(=O)(=O)N(C)C[C@H]1OCc2cn(nn2)CCCC(=O)N([C@H](C)CO)C[C@H]1C	-22.1
C[C@@H]1O[C@@H](OC[C@H]2OC(Oc3c(-c4ccc(OCCO)c(OCCO)c4)oc4cc(OCCO)cc(O)c4c3=O)[C@H](O)[C@@H](O)[C@@H]2O)[C@H](O)[C@H](O)[C@H]1O (stereo partly specified)	-3.0
CSc1nc(N)n(-c2cc(Cl)cc(Cl)c2)n1	-7.7
CN(Cc1ccccc1)S(=O)(=O)c1ccc2c(c1)SCC(=O)N2	14.1
C[C@@H]1CN([C@H](C)CO)C(=O)Cc2cc(NC(=O)C3CC3)ccc2O[C@H]1CN(C)C(=O)Nc1ccc2c(c1)OCO2	9.1
C[C@@H]1CN([C@H](C)CO)C(=O)c2cc(NS(=O)(=O)c3ccc(F)cc3)ccc2O[C@@H]1CN(C)Cc1ccncc1	-5.6

Retrieved by structure from above, three records:
structure	ROS inducer
NC(=O)N1c2ccccc2C=Cc2ccccc21	-5.5
COc1ccc(S(=O)(=O)NC2(C(=O)O)CCCCC2)cc1	-15.2
C[C@@H]1CN([C@H](C)CO)C(=O)Cc2cc(NC(=O)C3CC3)ccc2O[C@H]1CN(C)C(=O)Nc1ccc2c(c1)OCO2	9.1

Other records.
structure	ROS inducer
C[C@H]1CN([C@@H](C)CO)C(=O)Cc2cc(NC(=O)C3CC3)ccc2O[C@H]1CN(C)CC1CCCCC1	1.3
Cc1ccc(S(=O)(=O)Nc2ccc3c(c2)CC(=O)N([C@H](C)CO)C[C@@H](C)[C@H](CN(C)Cc2ccccc2)O3)cc1	3.6
C[C@H](CO)N1C[C@H](C)[C@@H](CN(C)Cc2ccc(Oc3ccccc3)cc2)OCc2cnnn2CCCC1=O	74.6
O=C(CCCCCC(=O)Nc1ccccc1O)N/N=C/c1ccccc1OCCO	6.4
COC(=O)c1c(NC(=O)c2ccccc2)sc2c1CCC2	20.0
CC(C)(C)C(=O)Cn1nnc(N2CCOCC2)n1	-1.9
COc1ccc(S(=O)(=O)N2CCNCC2)cc1OC	8.3
C[C@H](CO)N1C[C@H](C)[C@@H](CN(C)C(=O)Nc2ccccc2)Oc2ccc(NC(=O)C3CCCCC3)cc2C1=O	-7.0
Cc1ccc(S(=O)(=O)Nc2ccc3c(c2)C(=O)N([C@@H](C)CO)C[C@@H](C)[C@@H](CN(C)Cc2ccc(Oc4ccccc4)cc2)O3)cc1	9.8
Cc1ccc(NC(=O)COc2ccc(Cl)cc2)c([N+](=O)[O-])c1	-0.3
Cc1nc([N+](=O)[O-])c(Sc2nc3ccccc3[nH]2)n1Cc1ccccc1	9.6
Cc1cccc(NC(=O)CC2OCCN(Cc3ccccc3)C2=O)c1 (stereo unspecified)	5.2
C[C@@H]1CN([C@@H](C)CO)C(=O)Cc2cc(NC(=O)CCC(F)(F)F)ccc2O[C@@H]1CN(C)C(=O)NC1CCCCC1	-3.0
COc1ccc(OC)c(-n2c(=S)[nH]c3cc(C(=O)N4CCC(C(N)=O)CC4)ccc3c2=O)c1	-4.6
CCc1ccccc1NC(=O)C(C)n1nc([N+](=O)[O-])c(Br)c1C (stereo unspecified)	111.4*
C[C@H]1CN([C@@H](C)CO)C(=O)Cc2cc(NS(=O)(=O)c3cccs3)ccc2O[C@H]1CN(C)C(=O)Nc1ccc2c(c1)OCO2	0.4
C[C@H]1CN([C@@H](C)CO)C(=O)CCCn2nncc2CO[C@H]1CN(C)Cc1ccccc1	63.5
CC(C)NC(=O)Nc1ccc2c(c1)C(=O)N([C@H](C)CO)C[C@H](C)[C@H](CN(C)C(=O)Cc1ccccc1)OCCCC[C@@H](C)O2	6.4
CNC[C@H]1Oc2c(NC(=O)c3cnccn3)cccc2C(=O)N([C@@H](C)CO)C[C@H]1C	-8.2
O=C(Cn1nc(-c2cccc([N+](=O)[O-])c2)c2ccccc2c1=O)Nc1cccc(C(F)(F)F)c1	-5.2

Next part:
structure	ROS inducer
Nc1nnc(SCC(=O)NC23CC4CC(CC(C4)C2)C3)s1	2.7
CCCCOc1ccc(C(=O)CCN2CCCCC2)cc1	15.7
CC(=O)Nc1ccc(NC(=O)CN(c2ccc(Cl)c(C(F)(F)F)c2)S(C)(=O)=O)cc1	-4.7
Cc1ccc(S(=O)(=O)N(C)C[C@H]2Oc3ccc(NC(=O)Nc4ccc(C(F)(F)F)cc4)cc3CC(=O)N([C@H](C)CO)C[C@H]2C)cc1	13.8
C[C@H](CO)N1C[C@H](C)[C@H](CN(C)Cc2ccc(-c3ccccc3)cc2)Oc2ccc(NC(=O)NC3CCCCC3)cc2CC1=O	17.5
CC(C)N(Cc1nc(-c2ccc(Cl)cc2)no1)S(=O)(=O)c1ccc2ccccc2c1	1.5
Cc1ccc(-c2nn3c(C)nnc3c3ccccc23)cc1S(=O)(=O)NCC1CCCO1 (stereo unspecified)	?
O=S(=O)(N[C@@H]1CCCN(Cc2ccc(OCCO)cc2)C1)c1ccc(-c2ccccc2)cc1	27.1
Cc1noc(C)c1S(=O)(=O)Nc1ccc2c(c1)CC(=O)N([C@@H](C)CO)C[C@H](C)[C@H](CN(C)S(=O)(=O)c1ccccc1)O2	6.8
COc1ccc(-c2cc(C(F)(F)F)n3nc(C(=O)N(C)Cc4cnn(C)c4C)cc3n2)cc1OC	27.2
C[C@@H]1CN([C@H](C)CO)C(=O)c2cc(NC(=O)CCN3CCOCC3)ccc2O[C@@H]1CN(C)C(=O)Nc1cccc2ccccc12	2.2
Cc1noc(C)c1S(=O)(=O)Nc1cccc2c1O[C@H](CN(C)Cc1ccccc1)[C@H](C)CN([C@H](C)CO)C2=O	-4.8
Cc1ccc(S(=O)(=O)N(C)C[C@@H]2Oc3c(NS(C)(=O)=O)cccc3C(=O)N([C@@H](C)CO)C[C@H]2C)cc1	44.7
Cc1noc(C)c1NC(=O)N(C)C[C@@H]1Oc2ccc(NS(=O)(=O)c3c(C)noc3C)cc2CC(=O)N([C@@H](C)CO)C[C@@H]1C	4.6
Cc1noc(C)c1S(=O)(=O)N(C)C[C@H]1Oc2ccc(NS(=O)(=O)c3cn(C)cn3)cc2CC(=O)N([C@H](C)CO)C[C@H]1C	0.3
C[C@@H]1CN([C@H](C)CO)C(=O)c2cccc(NC(=O)NC3CCCCC3)c2O[C@@H]1CN(C)CC1CC1	-3.9
C[C@@H]1CCCCO[C@H](CN(C)Cc2ccncc2)[C@@H](C)CN([C@H](C)CO)C(=O)c2cc(NS(C)(=O)=O)ccc2O1	-7.8
Cc1noc(C)c1NC(=O)N(C)C[C@@H]1Oc2ccc(NS(=O)(=O)c3ccc(Cl)cc3)cc2CC(=O)N([C@H](C)CO)C[C@H]1C	-1.9
CC(C)CCNC(=O)c1cnn2c(C(F)(F)F)cc(-c3ccco3)nc12	119.1*
CN1CCN(CC(O)COCCC23CC4CC(CC(C4)C2)C3)CC1 (stereo unspecified)	1.0

(more compounds)
structure	ROS inducer
C=CCSc1n[nH]c(-c2ccc(C(F)(F)F)cc2)n1	-7.1
C[C@H]1CN([C@@H](C)CO)C(=O)c2cc(NS(=O)(=O)c3cn(C)cn3)ccc2O[C@@H]1CN(C)C(=O)NC1CCCCC1	2.2
C[C@@H]1CN([C@@H](C)CO)C(=O)c2cc(N(C)C)ccc2O[C@@H]1CN(C)Cc1ccc(Cl)c(Cl)c1	6.1
C[C@@H]1CN([C@@H](C)CO)C(=O)c2cccc(NC(=O)Nc3ccc(F)cc3)c2O[C@H]1CN(C)Cc1ccc(C(F)(F)F)cc1	48.4
COc1ccc(CCNc2nc(C)nc3c2sc2nc4c(cc23)COC(C)(C)C4)cc1OC	26.8
C[C@@H]1CCCCO[C@H](CN(C)C(=O)C2CCCCC2)[C@@H](C)CN([C@H](C)CO)C(=O)c2cc(NC(=O)C3CCCCC3)ccc2O1	13.2
CC(=O)NC(C)c1ccccc1 (stereo unspecified)	-1.3
Cc1cc(C)c(C#N)c(SCC(=O)Nc2cc(C(F)(F)F)ccc2Cl)n1	8.0
COc1cc2ccc(=O)oc2c(O[C@@H]2O[C@H](CO)[C@@H](O)[C@H](O)[C@H]2O)c1O	-14.2
Cc1ccc(S(=O)(=O)Nc2c(C)[nH]c(=O)[nH]c2=O)cc1C	0.3
O=C1CSc2ccc(C(=O)N3CCN(c4cccc(C(F)(F)F)c4)CC3)cc2N1	16.8
COc1cc(Br)c(/C=N/NC(=O)CCCCCCC(=O)O)cc1OC	4.5
CS(=O)(=O)N(CC(=O)Nc1ccc(F)c(F)c1)c1ccc(Br)cc1	-6.4
O=C(c1ccccc1)c1nn(-c2ccc(C(F)(F)F)cc2)ccc1=O	-7.9
Cc1noc(C)c1NC(=O)Nc1cccc2c1O[C@@H](CN(C)S(=O)(=O)c1ccccc1)[C@H](C)CN([C@H](C)CO)C2=O	-7.7
CC(CNC(=S)Nc1cccc(Cl)c1)CSc1ccc(Cl)cc1 (stereo unspecified)	3.8
CC(NC(=O)Cn1cc(C(=O)C2CCCCC2)c2ccccc21)c1ccccc1 (stereo unspecified)	14.3
C[C@@H]1CN([C@@H](C)CO)C(=O)c2cc(NC(=O)CCN3CCOCC3)ccc2O[C@H]1CN(C)S(C)(=O)=O	-6.3
Cc1cc(C(=O)Nc2cccc3c2O[C@H](CN(C)S(C)(=O)=O)[C@@H](C)CN([C@@H](C)CO)C3=O)n(C)n1	-5.2
Cc1cc(C)nc(SCC(=O)Nc2nonc2N)n1	-6.8

Next results.
smiles	ROS inducer
COc1ccccc1NC(=O)Cn1nnc(-c2cc(OC)c(OC)c(OC)c2)n1	-2.6
CCCCCCCCCCC/C=C\C(C)(C)/C=C\CCCC(=O)O	6.3
C[C@H](CO)N1C[C@H](C)[C@@H](CN(C)S(=O)(=O)c2cccs2)Oc2ccc(NC(=O)CCN3CCOCC3)cc2C1=O	2.4
Cc1ccc(NC(=O)COc2ccc(Cl)cc2Br)c([N+](=O)[O-])c1	10.4
CCOC(=O)N1CCC(NC(=O)c2c(C)nn(-c3ccccc3)c2-n2cccc2)CC1	29.6
Cc1ccc(S(=O)(=O)N(C)C[C@H]2Oc3ccc(NC(=O)C4CC4)cc3CC(=O)N([C@@H](C)CO)C[C@@H]2C)cc1	1.7
N#Cc1sc2nc3ccccc3n2c1/N=C/N1CCOCC1	19.0
Cc1noc(C)c1S(=O)(=O)Nc1ccc2c(c1)C(=O)N([C@@H](C)CO)C[C@@H](C)[C@@H](CN(C)C(=O)NC1CCCCC1)O2	-2.0
Cc1ccc(S(=O)(=O)Nc2cccc3c2O[C@@H](CN(C)Cc2ccccc2)[C@@H](C)CN([C@@H](C)CO)C3=O)cc1	-10.7
COc1ccc(S(=O)(=O)Nc2ccc3c(c2)C(=O)N([C@@H](C)CO)C[C@H](C)[C@H](CN(C)C(=O)Nc2ccc(C(F)(F)F)cc2)O3)cc1	8.3
Cc1noc(C)c1NC(=O)N(C)C[C@H]1Oc2ccc(NC(=O)Cn3cnnn3)cc2CC(=O)N([C@H](C)CO)C[C@H]1C	-3.1
Cc1cc(C(=O)Nc2cccc3c2O[C@@H](CN(C)Cc2ccc(Oc4ccccc4)cc2)[C@H](C)CN([C@H](C)CO)C3=O)n(C)n1	105.7*
CCOc1ccc(-c2nnc(N3CCCCC3)c3ccccc23)cc1	13.1
O=C(NCc1ccccc1)NS(=O)(=O)c1ccccc1Cl	-5.9
CCOC(=O)c1ccc(N=Cc2ccc(Cl)cc2)cc1	14.5
COc1ccc(S(=O)(=O)Nc2ccc3c(c2)C(=O)N([C@H](C)CO)C[C@H](C)[C@@H](CN(C)S(=O)(=O)c2ccc(OC)cc2)O3)cc1	8.4
O=C(O)CCCCCC(=O)N/N=C/c1ccccc1Cl	?

This is a subset. The share of hits here may be higher or lower than overall.
